MITF primary: MITF inhibitors, primary screen, biochemical, AlphaScreen, human; Microphthalmia-associated transcription factor (Homo sapiens), O75030; AlphaScreen MITF homodimerization, bead proximity signal; inhibition, % at 2.6 µM; 0.91% of 650,000 active; in the data active means inhibition above about 50%;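 further: 0% = vehicle wells with protein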
GPR151 activ: activators of human GPR151, primary screen, cell-based, PathHunter beta-arrestin, luminescence; PathHunter beta-arrestin GPR151 cells; activation, % at 11.2 µM; 1% of 650,000 active; AID 1508602, 2020; in the data active means activation above about 4.9%;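 further: 0% = median of compound wells and 100% = cells with positive control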
Target sequence (Q8TDV0 whole entry, looked up): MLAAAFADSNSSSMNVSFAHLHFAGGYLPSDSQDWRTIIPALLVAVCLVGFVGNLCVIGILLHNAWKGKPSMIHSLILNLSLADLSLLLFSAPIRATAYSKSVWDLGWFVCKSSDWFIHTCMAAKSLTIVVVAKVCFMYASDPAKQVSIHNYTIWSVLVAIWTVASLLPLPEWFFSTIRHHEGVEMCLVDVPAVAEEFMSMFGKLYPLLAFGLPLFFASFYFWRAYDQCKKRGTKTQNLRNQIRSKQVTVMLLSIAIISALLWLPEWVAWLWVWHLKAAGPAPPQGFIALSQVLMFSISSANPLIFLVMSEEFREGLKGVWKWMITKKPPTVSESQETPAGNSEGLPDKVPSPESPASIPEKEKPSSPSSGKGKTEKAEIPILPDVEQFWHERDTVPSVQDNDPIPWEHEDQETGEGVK
TEAD-YAP inh: TEAD-YAP interaction inhibition, primary screen, TEAD-YAP interaction inhibitor project, luminescence, HEK-TIYL cells; 1.4% of 640,000 active; TEAD-Gal4/YAP UAS-luciferase luminescence; inhibition, % at 9.12 µM; in the data active means inhibition above about 32%;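 further: 0% = median of test compound wells and 100% = reference inhibitor wells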
FBW7 act: FBW7 E3 ligase activators, primary screen, biochemical, AlphaScreen, human. F-box/WD repeat-containing protein 7 (Homo sapiens), Q969H0. normalized activity (activation), % at 26.1 µM. AlphaScreen FBW7–phospho-cyclin E peptide binding, activator screen. AID 1259310, 2017. 0.13% of 650,000 active; in the data active means normalized activity above about 1.9%;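 further: purified mutant Fbw7 with reduced substrate affinity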
Target sequence (Q969H0 whole entry, looked up): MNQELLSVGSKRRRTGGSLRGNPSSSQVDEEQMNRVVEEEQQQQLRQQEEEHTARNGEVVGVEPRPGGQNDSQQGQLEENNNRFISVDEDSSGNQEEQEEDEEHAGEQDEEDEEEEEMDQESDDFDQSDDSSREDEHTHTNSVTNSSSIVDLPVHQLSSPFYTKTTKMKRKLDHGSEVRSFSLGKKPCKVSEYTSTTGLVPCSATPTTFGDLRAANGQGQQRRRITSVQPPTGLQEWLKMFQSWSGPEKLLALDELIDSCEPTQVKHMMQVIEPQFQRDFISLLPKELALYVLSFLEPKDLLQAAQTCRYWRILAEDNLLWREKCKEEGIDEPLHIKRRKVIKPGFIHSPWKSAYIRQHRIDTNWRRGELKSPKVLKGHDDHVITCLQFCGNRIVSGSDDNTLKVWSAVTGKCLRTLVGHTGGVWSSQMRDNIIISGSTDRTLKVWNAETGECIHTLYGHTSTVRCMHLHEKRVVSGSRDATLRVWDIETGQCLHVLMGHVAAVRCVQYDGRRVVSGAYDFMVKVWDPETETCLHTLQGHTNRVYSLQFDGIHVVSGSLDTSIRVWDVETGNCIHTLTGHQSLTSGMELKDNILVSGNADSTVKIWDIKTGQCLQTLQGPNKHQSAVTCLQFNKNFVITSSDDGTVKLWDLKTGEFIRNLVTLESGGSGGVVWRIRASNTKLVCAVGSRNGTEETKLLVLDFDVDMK
Starred values were filed as active, the others as inactive.

SMILES	MITF primary	GPR151 activ	TEAD-YAP inh	FBW7 act
C=CCn1c(N2CCN(c3ccccc3)CC2)nc2c1c(=O)[nH]c(=O)n2C	49	-0.4	0	-0.1
CC1CCCCC1NC(=O)Cn1ncc(Cl)c(Cl)c1=O (stereo unspecified)	5	3.3	-8	-0.2
NC(=O)C1CCCN(C(=O)c2ccc(Cl)cc2)C1 (stereo unspecified)	10	-0.4	8	0.3
O=C(O)CCc1ccc(-c2ccccc2)o1	13	-5.7	0	0.0
CN(C)c1nc(Cl)nc(N(C#N)CCOc2ccccc2)n1	7	-0.4	17	0.2
COc1cccc2cc(-c3csc(Nc4ccccc4C(F)(F)F)n3)c(=O)oc12	2	-0.1	-4	0.2
CN1C(=O)CC(c2ccco2)Sc2ccccc21 (stereo unspecified)	3	1.2	-7	-0.2
O=C(Nc1ccccc1C(F)(F)F)N1CCCC(N2CCOCC2)C1 (stereo unspecified)	50	-1.3	-1	-0.1
CC1CCCCN1S(=O)(=O)c1ccc(F)c(C(=O)Nc2c(F)cc(F)cc2Br)c1 (stereo unspecified)	12	-0.4	-2	0.1
C=CCc1cccc(OC)c1OCCCN1CCN(C)CC1	78*	-1.0	6	0.0
O=C(Nc1ccc(-c2nc3cc(Cl)ccc3o2)cc1)c1cccc(Cl)c1Cl	22	-1.0	-15	1.4
COCC(=O)NCCNc1nc2ccc(OC)cc2cc1C#N	6	7.2*	-11	0.0
Cc1ccc(NC(=O)CN2C(=O)COc3cc(S(=O)(=O)NC(C)C)ccc32)cc1	-3	-1.9	-4	0.0
COc1ccc(/C=C/C(=O)c2cc3ccccc3oc2=O)c(OC)c1OC	8	1.2	-2	0.0
CCOC(=O)CNc1nc(CC(=O)OC)nc2sc(C(=O)OCC)c(C)c12	-6	-0.6	20	0.1
Cc1nnc(SCC(=O)c2ccc(Cl)cc2)s1	6	-0.2	0	-0.1
O=S(=O)(Nc1ccc(O)c(Sc2ncn[nH]2)c1)c1cccc2ccccc12	21	2.1	-6	0.6
C=CCNCCCCOc1ccc(OCC)cc1	10	-1.6	6	0.0
Cn1ccs/c1=N\C(=O)Nc1cccc(Cl)c1	-10	-4.5	-59	-0.1
O=C(NCc1ccccc1Cl)c1nnc(-c2ccncc2)o1	-3	1.3	0	-0.6
CCOC(=O)C(=NCCCN1CCOCC1)NNc1cccc(C(F)(F)F)c1	-18	0.5	-7	-0.1
Oc1ccc(/C=N/Nc2cccc(Cl)n2)c(O)c1	2	-7.3	-67	-0.7
O=C1CCCN1CCCNc1cc(Nc2ccccn2)ncn1	8	4.1	-7	0.1
N#C/C(=C\c1ccco1)C(=O)NCc1cccs1	2	1.5	-5	-0.1
Cc1ccc(C)c(N(CC(=O)Nc2cccc(Br)c2)S(C)(=O)=O)c1	5	3.5	1	0.1
O=C1[C@@H]2C[C@H](NCc3ccc4ncccc4c3)CN2C(=O)[C@@H]2CCCN12	9	-0.9	-4	0.0
Cc1cc(NS(=O)(=O)c2ccc(N3Cc4ccccc4C3=N)cc2)no1	-2	-1.4	1	-0.1
CC(C)CCOC(=O)c1ccc(NC(=O)c2ccc([N+](=O)[O-])cc2Cl)cc1	3	1.6	-5	-0.7
COc1ccccc1C(=O)Nc1ccc2c(c1)C(=O)Nc1cc(C)ccc1O2	3	-0.4	-12	-0.2
CN(C)C(=O)Nc1ccc2nsnc2c1	-5	-0.6	2	-0.2
COc1ccccc1/C(O)=C/C(=O)C(=O)Nc1cccc(NC(=O)C(C)C)c1	24	-1.2	10	0.4
O=C(OCC(=O)N1CCOCC1)c1cc(F)c(F)cc1Cl	-10	0.1	1	-0.2
CCN(CCCNC(=O)Cn1ncc2c(=O)oc3ccccc3c21)Cc1ccccc1	-3	0.0	4	0.1
Cc1cc2c(N3CCN(c4ccc([N+](=O)[O-])cc4)CC3)ncnc2s1	-2	-0.9	1	0.0
CN(C(=O)c1cnc2ccccn2c1=O)c1ccccc1	9	-0.2	10	0.2
O=c1[nH]ncc(N/N=C\c2c[nH]c3ccccc23)c1Cl	23	-0.7	-37	0.3
CS(=O)(=O)N1CCN=C1SCc1cccc2ccccc12	10	-0.7	-6	-0.1
O=C(COc1ccccc1)OCc1nc2ccccc2s1	-4	-0.6	0	0.2
COc1ccc(NC(=O)NCCCNc2nc3cc4c(cc3cc2C#N)OCO4)cc1	-14	-0.3	-1	0.0
CN(C(=O)CCS(=O)(=O)c1ccc2c(c1)OCC(=O)N2)C1CCCCC1	-11	-0.3	-7	0.3
Nc1ccccc1NC(=O)c1ccccc1	-8	-1.7	-37	0.2
NC(=O)c1cccc(NC(=O)c2ccc(-c3ccccc3)cc2)c1	-11	0.1	-16	0.0
Cc1cc(C)nc(NS(=O)(=O)c2ccc(NC(=O)C(C)(C)C)cc2)n1	9	-0.1	1	0.2
CCCCCCCN=C(C)C1=C(O)CC(C)(C)CC1=O	19	1.9	8	0.3
Cc1ccc(S(=O)(=O)Nc2c(C)cc(O)c(Br)c2C)cc1	4	0.8	-9	-0.1

Fetched one by one from the list above (five):
SMILES	MITF primary	GPR151 activ	TEAD-YAP inh	FBW7 act
CCN(CCCNC(=O)Cn1ncc2c(=O)oc3ccccc3c21)Cc1ccccc1	-3	0.0	4	0.1
Nc1ccccc1NC(=O)c1ccccc1	-8	-1.7	-37	0.2
Cc1cc2c(N3CCN(c4ccc([N+](=O)[O-])cc4)CC3)ncnc2s1	-2	-0.9	1	0.0
O=C(OCC(=O)N1CCOCC1)c1cc(F)c(F)cc1Cl	-10	0.1	1	-0.2
CN(C(=O)c1cnc2ccccn2c1=O)c1ccccc1	9	-0.2	10	0.2

Further structures follow:
SMILES	MITF primary	GPR151 activ	TEAD-YAP inh	FBW7 act
CC(=O)Nc1cccc(NC(=O)C(C)C)c1	-5	-1.6	-3	0.2
Nc1nc(Nc2ccc(N3CCOCC3)cc2)nc2c1ncn2Cc1ccc(C(F)(F)F)cc1	13	0.2	-12	0.1
CCCCC(=O)Nc1ccc2c(c1)OCO2	10	-2.3	-19	0.5
Cc1ccc(SCC(=O)NCC2CCCO2)cc1 (stereo unspecified)	-11	0.9	5	0.1
COc1cc(OC)c(/C=C2\C(=O)NC(=O)N(c3ccc(C)c(C)c3)C2=O)c(OC)c1	7	1.7	5	0.0
CCOC(=O)c1c(NC(=O)CSc2nnc(CNC(=O)c3c(F)cccc3Cl)n2C)sc2c1CCCCC2	19	1.0	-16	0.2
Oc1oc(-c2ccc(Cl)cc2)nc1C=Nc1cccnc1	-2	0.3	7	-0.1
CC(C)(C)NC(=O)COc1ccc(-c2ccccc2)cc1	0	-0.7	-36	-0.2
CCOc1ccc(C2CC(=O)NC(SCC(=O)Nc3ccc(F)cc3)=C2C#N)cc1 (stereo unspecified)	17	0.5	20	0.0
O=C(COc1ccc(Cl)cc1Cl)NC(=O)NC1CCCC1	6	1.5	-72	0.0
C=CCN1C(=O)/C(=C/c2ccc(OCC(=O)Nc3ccc(C)cc3)cc2)C(=O)NC1=S	6	-1.7	-6	-0.1
O=C1CCC(C(=O)Nc2ccc(F)c([N+](=O)[O-])c2)=NN1	18	-2.4	-7	0.5
CC(C)NC(=O)C1CCCN(c2nnc(-n3cccc3)s2)C1 (stereo unspecified)	3	-0.4	6	0.0
CCC(C(=O)N1CCc2cc(OC)c(OC)cc2C1COc1ccc(OC)cc1)c1ccccc1 (stereo unspecified)	-2	1.4	-4	-0.1
O=C(Nc1nnc(-c2ccc(Cl)cc2)o1)C1CC1	-5	0.5	-31	-0.1
COc1ccccc1N1C[C@@H]2C[C@@H](c3cccc4ncccc34)N3CCC[C@@]23C1=O	-6	-0.4	-1	-0.1
C=CCOC(=O)C1=C(C)NC(=S)NC1c1ccc(C(C)(C)C)cc1 (stereo unspecified)	-8	-2.2	-6	0.1
O=C(Oc1ccc(Cl)cc1)c1ccc(N2C(=O)c3ccccc3C2=O)cc1	6	-0.1	-7	-0.1
CC(=O)OC1C(=O)OC2C1OC(n1ccc(=O)[nH]c1=O)C2OC(C)=O (stereo unspecified)	3	-0.9	-3	-0.2
N#CCc1c(C#N)c(N)nc(Nc2ccccc2)c1C#N	23	2.0	2	0.1
Cc1ccccc1C(=O)NNC(=O)c1cccc(I)c1	-3	0.1	-5	0.0
CCOc1ccc(NC2=C(Cl)C(=O)N(c3ccc(OC)cc3)C2=O)cc1	17	0.2	15	0.5
O=C(NNc1ccc(C(F)(F)F)cc1[N+](=O)[O-])C1CC(=O)N(Cc2ccccc2)C1 (stereo unspecified)	-4	-0.2	7	-0.1
CCCOC(=O)C1=C(C)NC2=C(C(=O)CC(C)(C)C2)C1c1cc2c(cc1Br)OCO2 (stereo unspecified)	1	0.9	16	0.0
O=C(NCc1cccnc1)c1ccc2nc(N3CCN(Cc4ccc5c(c4)OCO5)CC3)sc2c1	-13	-0.9	-13	-0.2
Cc1ccc(-c2csc(=NC(=O)c3ccccc3)n2-c2ccc(C)cc2)cc1	-5	0.0	-51	0.1
Cc1oc(C(=O)N2CCCCC2c2nc3ccccc3[nH]2)cc1CN1CCOCC1 (stereo unspecified)	19	-0.8	7	0.8
Cc1c(C(=O)Nc2ccc(C(F)(F)F)cc2)sc2ncn(CC(=O)Nc3ccc(C(C)C)cc3)c(=O)c12	6	-0.1	-3	-0.1
O=C(Nc1ccc2c(c1)OCO2)c1cnn2c(C(F)(F)F)cc(-c3cccs3)nc12	4	-0.7	0	0.1
CCCC(=O)Nc1nc2ccc(S(=O)(=O)N(C)C)cc2s1	7	1.2	-15	-0.1
O=C(Nn1c(-c2cccc(Cl)c2)nc2ccccc2c1=O)c1cc2cc(Br)ccc2oc1=O	0	2.1	-16	-0.1
CCOC(=O)c1ccc(-n2c(=S)sc3c(=O)n(CC4CCCO4)c(SCC4OCCO4)nc32)cc1 (stereo unspecified)	6	-1.3	4	0.1
Cc1ccc(Nc2nc(N3CCOCC3)c3ccccc3n2)cc1C	-15	3.1	10	-0.2
C=C(C)Cn1c(SCC(=O)c2ccc(Br)cc2)nc2ccccc2c1=O	16	-0.2	-2	0.9
O=C(CSc1ncnc2c1sc1ccccc12)NCc1ccccc1Cl	5	-0.2	6	-0.2
Clc1cccc(Nc2nc(N3CCCC3)nc(N3CCCC3)n2)c1	15	1.0	-7	0.1
COc1cccc(-c2noc(C3CCCN(C(=O)CC(C)C)C3)n2)c1 (stereo unspecified)	-7	2.4	-25	-0.1
CC(C)(C)OC(=O)NNC(=O)c1cccs1	0	0.2	-9	0.2
CN1CCC(N(C(=O)c2ccc(Cl)cc2)C2CCN(Cc3ccccc3)CC2)CC1	3	-0.3	-5	0.0
COc1ccc(CCNC(=O)COc2ccccc2C)cc1OC	-3	1.7	1	-0.1
CC1CCN(C(=O)CCNS(=O)(=O)c2ccc3c(c2)c(=O)n(C)c(=O)n3C)CC1	19	-0.1	7	0.0
CCOC(=O)c1c(NC(=O)CCl)sc2c1CC(C)(C)NC2(C)C	-5	-3.0	-2	-0.1
CCN(CC)c1ccc(NC(=O)C2CC3CCCN3C23C(=O)N(C)c2ccccc23)c(C)c1 (stereo unspecified)	5	0.3	-6	0.0
Cc1nc2ccccc2c2oc(C(=O)Nc3cccc(C#N)c3)cc12	2	-0.2	-1	0.1
COC(=O)c1ccc2c(c1)N(Cc1c(C)noc1C)C(=O)C(C)O2 (stereo unspecified)	24	-0.1	1	0.5

Four entries from above in another layout.
| Structure | MITF primary | GPR151 activ | TEAD-YAP inh | FBW7 act |
| --- | --- | --- | --- | --- |
| CCOC(=O)c1ccc(-n2c(=S)sc3c(=O)n(CC4CCCO4)c(SCC4OCCO4)nc32)cc1 (stereo unspecified) | 6 | -1.3 | 4 | 0.1 |
| Cc1ccc(Nc2nc(N3CCOCC3)c3ccccc3n2)cc1C | -15 | 3.1 | 10 | -0.2 |
| C=C(C)Cn1c(SCC(=O)c2ccc(Br)cc2)nc2ccccc2c1=O | 16 | -0.2 | -2 | 0.9 |
| O=C(CSc1ncnc2c1sc1ccccc12)NCc1ccccc1Cl | 5 | -0.2 | 6 | -0.2 |

The results go on.
SMILES	MITF primary	GPR151 activ	TEAD-YAP inh	FBW7 act
Cc1ccc(NC(=O)CCc2nnc3ccc(NC4CCCC4)nn23)cc1	6	-1.1	-1	0.6
O=C(COc1cccc2ccccc12)Nc1cc([N+](=O)[O-])ccc1O	10	0.6	-49	-0.2
COc1ccccc1CNC(=O)CSc1nc2[nH]ncc2c(=O)n1-c1ccccc1	1	0.5	-9	-0.1
CC(=O)Nc1ccc(CC(C(=O)O)c2ccccc2)cc1 (stereo unspecified)	17	-0.2	-8	0.4
Cc1ccc(C(=O)Nc2c[nH]c(=O)[nH]c2=O)cc1C	8	0.8	-11	0.2
CC(=O)CNc1ccc(S(=O)(=O)N/N=C/c2ccc(N(C)C)cc2)cc1	-12	-1.3	11	0.1
Cc1ccccc1NC(=O)Cn1cc2c(n1)CCC(C)C2 (stereo unspecified)	18	-0.5	-1	1.0
CCCS(=O)(=O)N1CCC(Cc2ccc(OC)cc2)(C(=O)OCC)CC1	-18	-1.2	-1	0.1
CN(C)Cc1c(O)ccc2c(-c3cc4cc(Br)ccc4oc3=O)cc(=O)oc12	-10	-1.0	0	-0.2
CCOC(=O)c1c(-c2ccc(OC)cc2)nc2nonc2c1N	9	0.5	-2	0.0
Cc1ccc(CNC(=O)C(=O)Nc2cccc(F)c2)cc1	-4	-0.3	-31	0.0
O=C1c2ccccc2NC(c2ccc(OCc3ccccc3Cl)cc2)N1c1ccc(Cl)cc1 (stereo unspecified)	14	-1.7	-61	0.2
Cc1ccc(-n2cc(-c3ccccc3)c3c(N4CCN(CCO)CC4)ncnc32)cc1Cl	12	-1.2	-2	0.2

Assay outcomes deposited in PubChem by The Scripps Research Institute Molecular Screening Center.

Hits appear at their usual frequency (roughly 3.5% active in at least one column).
